# GPR151 activ – human GPR151 activation | Q8TDV0 | PathHunter beta-arrestin GPR151 cells, luminescence | activation, % at 11.2 µM | actives 1% (n = 650,000); in the data active means activation above about 4.9%;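 further: 0% = median of compound wells and 100% = cells with positive control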
# Target sequence (Q8TDV0 whole entry, looked up): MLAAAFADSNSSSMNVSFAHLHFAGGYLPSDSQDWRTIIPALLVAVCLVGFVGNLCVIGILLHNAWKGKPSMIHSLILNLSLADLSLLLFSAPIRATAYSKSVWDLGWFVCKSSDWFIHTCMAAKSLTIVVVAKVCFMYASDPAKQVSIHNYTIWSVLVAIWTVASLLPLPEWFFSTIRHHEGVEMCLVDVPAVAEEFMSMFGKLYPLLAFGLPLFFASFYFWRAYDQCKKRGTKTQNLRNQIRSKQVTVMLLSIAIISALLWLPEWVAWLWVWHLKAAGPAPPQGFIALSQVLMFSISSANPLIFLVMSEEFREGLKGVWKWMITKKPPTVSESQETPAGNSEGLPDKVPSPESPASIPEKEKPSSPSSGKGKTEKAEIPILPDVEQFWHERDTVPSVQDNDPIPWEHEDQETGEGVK
# FBW7 act – activators of human E3 ligase FBW7 | Q969H0 | AlphaScreen FBW7–phospho-cyclin E peptide binding, activator screen | actives 0.13% (n = 650,000) | AID 1259310 | normalized activity (activation), % at 26.1 µM; in the data active means normalized activity above about 1.9%;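 further: purified mutant Fbw7 with reduced substrate affinity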
# MITF inh – human MITF inhibition, primary screen. AlphaScreen MITF homodimerization, bead proximity signal. AID 1259374. inhibition, % at 2.6 µM. O75030. actives 0.91% (n = 650,000); in the data active means inhibition above about 50%;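 further: 0% = vehicle wells with protein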
# Target sequence (O75030 whole entry, looked up): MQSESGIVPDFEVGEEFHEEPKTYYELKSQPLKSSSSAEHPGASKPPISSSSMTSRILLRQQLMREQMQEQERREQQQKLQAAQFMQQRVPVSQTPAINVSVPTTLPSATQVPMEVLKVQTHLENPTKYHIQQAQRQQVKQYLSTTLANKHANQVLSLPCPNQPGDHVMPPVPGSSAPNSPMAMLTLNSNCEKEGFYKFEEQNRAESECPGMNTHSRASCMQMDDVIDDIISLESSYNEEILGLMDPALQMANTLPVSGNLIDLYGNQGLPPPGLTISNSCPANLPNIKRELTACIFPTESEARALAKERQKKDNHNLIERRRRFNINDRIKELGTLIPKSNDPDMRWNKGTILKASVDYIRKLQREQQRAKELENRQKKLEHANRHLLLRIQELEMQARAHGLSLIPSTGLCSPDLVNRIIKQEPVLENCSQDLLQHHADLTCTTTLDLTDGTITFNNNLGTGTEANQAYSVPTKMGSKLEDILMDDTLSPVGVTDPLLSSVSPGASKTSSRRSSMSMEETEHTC
# TEAD-YAP block – TEAD-YAP interaction inhibition | HEK-TIYL cells, TEAD-Gal4/YAP UAS-luciferase luminescence | actives 1.4% (n = 640,000) | AID 1259422 | inhibition, % at 9.12 µM; in the data active means inhibition above about 32%;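 further: 0% = median of test compound wells and 100% = reference inhibitor wells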
# Numbers without * were called inactive; . = no result given.
no. | SMILES | FBW7 act | GPR151 activ | TEAD-YAP block | MITF inh
1 | Cc1ccc(S(=O)(=O)NCCc2csc(-c3ccc(F)cc3)n2)cc1C | -0.1 | 1.0 | 5 | -11
2 | CCOc1ccc2nc(NC(=O)c3cccc(N4C(=O)C5CC=CCC5C4=O)c3)sc2c1 (stereo not given) | 0.3 | -0.1 | -4 | -13
3 | O=C(NN1C(=O)C2C3c4ccccc4C(c4ccccc43)C2C1=O)c1ccc(Br)cc1 (stereo not given) | -0.1 | 0.2 | 6 | 0
4 | Cc1ccccc1-n1c(=O)cc(N2CCc3ccccc3C2)[nH]c1=O | 0.6 | 0.1 | -2 | 12
5 | COc1cc2c(cc1NC(=O)c1cc3ccccc3cc1O)oc1ccccc12 | -0.1 | 1.0 | 5 | 3
6 | Cc1ccc(S(=O)(=O)N2CCN3C(=O)[C@H]4CCCN4C(=O)[C@H]3C2)cc1 | 0.1 | -1.9 | -5 | 2
7 | CCc1ccc(S(=O)(=O)N2CCSC2c2ccc([N+](=O)[O-])cc2)cc1 (stereo not given) | -0.1 | -0.8 | 2 | 23
8 | CCCCCc1nnc(NC(=O)CCCOc2ccccc2)s1 | 0.0 | -1.8 | 2 | 15
9 | c1ccc2oc(-c3ccc(NCc4ccc5c(c4)OCO5)cc3)nc2c1 | 0.0 | 0.0 | -28 | -2
10 | O=C(Cn1ncc2ccc(Cl)cc21)NCCC1=CCCCC1 | 0.7 | -0.7 | -22 | 16
11 | O=C(NCc1ccco1)c1ccc2c(=O)n(-c3ccc(F)cc3)c(SCc3cccc(F)c3)nc2c1 | -0.1 | -0.7 | 12 | -6
12 | COc1ccc(C/C(C)=N/N=C(N)N)cc1 | -0.2 | -0.4 | 8 | -7
13 | CC[C@H](/C=C/C(C)C1CCC2C3CCC4=CC(=O)CC[C@]4(C)C3CC[C@]12C)C(C)C (stereo not given in full) | 0.1 | 0.6 | 9 | 14
14 | Cc1ccccc1C(C(=O)NCc1ccco1)N(C(=O)Cn1nnc2ccccc21)C(C)C (stereo not given) | -0.1 | -0.5 | 7 | 14
15 | Cc1nc2ccccc2c(=O)n1NC(=O)c1c(O)c2ccccc2[nH]c1=O | 0.6 | -1.0 | -4 | 2
16 | Cc1cc(-n2cccn2)ccc1CN1CCC(n2nccc2NC(=O)C2CC2)CC1 | -0.1 | -0.7 | 1 | 6
17 | COc1ccc(N2CCN(C(=O)CCc3c(C)nc4nc[nH]n4c3=O)CC2)cc1 | 0.0 | -0.2 | 0 | 13
18 | COc1ccccc1C(=O)Nc1ccc2nc(SCc3ccccc3)sc2c1 | 0.8 | 2.4 | -1 | 4
19 | Cc1ccc(C(=O)O)cc1N=C1NC(=O)/C(=C\c2ccco2)S1 | -0.6 | -1.5 | -1 | 30
20 | COc1cc(C(=O)NC2CCCCC2Cc2ccco2)cc(OC)c1OC (stereo not given) | 0.1 | 2.1 | 13 | 3
21 | Cc1ccc(CNS(=O)(=O)c2ccc(F)c(C(=O)Nc3cccc(Cl)c3)c2)cc1 | 0.0 | 1.7 | -5 | -5
22 | CCOC(=O)C1C(=O)C=C(c2ccco2)CC1c1ccc(OC)c(OC)c1 (stereo not given) | 0.7 | -0.4 | -3 | 18
23 | O=c1oc2ccccc2cc1-c1nnc(Nc2ccc(F)cc2)s1 | -0.1 | 0.2 | -2 | -9
24 | CN1CCN(C(=O)c2ccc(-c3ncc(C(=O)NCCCN4CCCC4=O)s3)cc2)CC1 | -0.1 | -0.4 | -2 | -3
25 | Cc1c(O)c(=O)n(-c2ccccc2)n1C | 0.1 | -2.5 | . | 10
26 | Cc1nnc(SCC(=O)N(C)C2CCCCC2)c2cc3sccc3n12 | -0.2 | 0.5 | 1 | 11
27 | COC(=O)c1ccc(C(=O)NC(=S)/N=c2\sc3ccccc3n2C)cc1 | 0.0 | -0.7 | -34 | 1
28 | O=C1NC(CC(=O)N2CCCC(n3nc(-c4cccs4)ccc3=O)C2)c2ccccc21 (stereo not given) | -0.2 | -0.4 | 5 | -3
29 | CCOC(=O)c1[nH]c(C)c(C(=O)NCc2cccc(OC)c2)c1C | 0.1 | 1.1 | 8 | 6
30 | CCN(CC)S(=O)(=O)c1ccc2[nH]c3nc(SCc4ccccc4F)nnc3c2c1 | -0.1 | 0.9 | 9 | -1
31 | Cn1c(=O)cc(SCC(=O)Nc2ccc(F)cc2)c2ccc(Cl)cc21 | 0.1 | -0.1 | 1 | -9
32 | CCn1c(=O)c(=O)n(CC)c2cc(S(=O)(=O)N(C)CC(=O)O)ccc21 | 0.2 | -1.6 | 3 | 15
33 | O=C1CCC(=O)N1OCCOc1ccc(Cl)cc1Cc1ccccc1 | 0.9 | -0.9 | 0 | 9
34 | CN1C(=O)/C(=C\c2cc([N+](=O)[O-])ccc2N2CCCC2)c2ccccc21 | -0.4 | 2.2 | -4 | 8
35 | Brc1ccc(-c2csc(N3CCCC3)n2)cc1 | -0.2 | -1.5 | -28 | 4
36 | O=C(CSc1nnc(C2CCCCC2)o1)Nc1ccc(F)cc1 | 1.6 | 0.9 | -8 | 8
37 | O=C(NCc1ccccn1)c1cccc(OC2CCN(Cc3ccsc3)CC2)c1 | 0.1 | -0.2 | -1 | -3
38 | O=C(Nc1cc(C(F)(F)F)ccc1Cl)c1cc(S(=O)(=O)N2CCCCCC2)ccc1F | -0.1 | 0.1 | -2 | -6
39 | Cc1ccc(NC(=O)C2CCCN2C(=O)NC2CCCCC2)c(C)c1 (stereo not given) | -0.1 | 0.4 | 1 | 4
40 | COc1ccc(-n2nc([N+](=O)[O-])c(=NC3CCCCC3C)n2O)cc1 (stereo not given) | -0.5 | -0.2 | 12 | 10

# A second format for part of the listing above.
27. COC(=O)c1ccc(C(=O)NC(=S)/N=c2\sc3ccccc3n2C)cc1
24. CN1CCN(C(=O)c2ccc(-c3ncc(C(=O)NCCCN4CCCC4=O)s3)cc2)CC1
19. Cc1ccc(C(=O)O)cc1N=C1NC(=O)/C(=C\c2ccco2)S1
21. Cc1ccc(CNS(=O)(=O)c2ccc(F)c(C(=O)Nc3cccc(Cl)c3)c2)cc1
22. CCOC(=O)C1C(=O)C=C(c2ccco2)CC1c1ccc(OC)c(OC)c1 (stereo not given)
2. CCOc1ccc2nc(NC(=O)c3cccc(N4C(=O)C5CC=CCC5C4=O)c3)sc2c1 (stereo not given)
18. COc1ccccc1C(=O)Nc1ccc2nc(SCc3ccccc3)sc2c1

compound no.	27	24	19	21	22	2	18
FBW7 act	0.0	-0.1	-0.6	0.0	0.7	0.3	0.8
GPR151 activ	-0.7	-0.4	-1.5	1.7	-0.4	-0.1	2.4
TEAD-YAP block	-34	-2	-1	-5	-3	-4	-1
MITF inh	1	-3	30	-5	18	-13	4

# Some of the entries so far, with each value named.
(21) Cc1ccc(CNS(=O)(=O)c2ccc(F)c(C(=O)Nc3cccc(Cl)c3)c2)cc1
  FBW7 act = 0.0; GPR151 activ = 1.7; TEAD-YAP block = -5; MITF inh = -5

(22) CCOC(=O)C1C(=O)C=C(c2ccco2)CC1c1ccc(OC)c(OC)c1 (stereo not given)
  FBW7 act = 0.7; GPR151 activ = -0.4; TEAD-YAP block = -3; MITF inh = 18

# Further results follow.
no. | SMILES | FBW7 act | GPR151 activ | TEAD-YAP block | MITF inh
41 | Cc1ccc(N2CC(C(=O)N/N=C/c3cccs3)CC2=O)cc1 (stereo not given) | 0.2 | 0.6 | -3 | -11
42 | CC(C)CC(=O)Nc1ccc(C(=O)NN2C(=O)c3ccccc3C2=O)cc1 | 0.3 | 0.4 | 1 | 14
43 | CCCOP(=O)(OCCC)C(NC(=O)c1ccccc1)=C(Sc1ccc(Cl)cc1)Sc1ccc(Cl)cc1 | -0.2 | -0.7 | 0 | -7
44 | CN(C)c1ccc(C(=O)N2CCn3cnnc3C2)cc1 | 1.2 | 0.1 | -4 | 6
45 | O=C(CN(CCO)C(=O)Cn1nnc(-c2ccc(F)cc2)n1)NC1CCCCC1 | 0.3 | 0.7 | 4 | 4
46 | O=C1OC(c2ccc(Cl)c([N+](=O)[O-])c2)=N/C1=C/c1ccccc1Cl | 0.1 | -1.9 | -3 | 1
47 | CC(C)C(NC(=O)CN(c1ccc(Cl)cc1Cl)S(C)(=O)=O)C(C)C | 0.1 | -1.4 | 2 | 9
48 | CCOC(=O)c1ccccc1NC(=O)CCN1C(=O)c2cccc([N+](=O)[O-])c2C1=O | 0.6 | -2.7 | -3 | -3
49 | CCCC1=NN2C(=N)/C(=C/c3ccc(OCCOc4ccccc4)c(OC)c3)C(=O)N=C2S1 | 0.1 | -0.8 | -7 | 11
50 | N#CCCN(CCC#N)S(=O)(=O)c1cc(Cl)ccc1Cl | -0.3 | -1.0 | -6 | -4
51 | COc1ccc(C(CC(=O)NC2CCCCC2)N2Cc3ccccc3C2=O)cc1 (stereo not given) | -0.2 | -0.4 | 2 | -4
52 | C=COc1ccc(N(C(=O)c2ccccc2)c2ccccc2)cc1 | -0.2 | 1.6 | -6 | 2
53 | CSc1cccc(CN2CCc3ccc(NC(=O)c4ccncc4)cc3C2)c1 | 0.1 | 1.1 | -7 | 14
54 | CC(C)Oc1cccc(C(=O)O)c1 | 0.0 | 1.8 | 4 | -5
55 | CS(=O)(=O)N1CCN(c2nc(-c3ccc(F)cc3)cs2)CC1 | -0.1 | 0.1 | -17 | 3
56 | Cc1cccc(NC(=O)Cn2c(=O)c3ccccc3n(C)c2=O)c1 | 0.3 | 0.2 | 2 | 20
57 | Cc1ccc(CNc2c(-c3ccc4c(c3)OCC(=O)N4)c(=O)c2=O)cc1 | 0.4 | -2.1 | 1 | 10
58 | CC(C)CCN1C(=O)c2ccc(C(=O)OCC(=O)Nc3ccc(Cl)cn3)cc2C1=O | -0.1 | -1.7 | -5 | 0
59 | O=C(Nc1cccc(O)c1)c1ccc(N2C(=O)c3cccc([N+](=O)[O-])c3C2=O)cc1 | 0.3 | -2.6 | 34* | 15
60 | Cc1ccccc1-n1nc2c(c1NC(=O)c1ccc(C(C)(C)C)cc1)CS(=O)C2 (stereo not given) | 0.2 | 0.4 | -1 | 13
61 | CC(C)c1ccc(CNC(=O)CCCCNS(=O)(=O)c2ccccc2)cc1 | 0.1 | 0.6 | 12 | -2
62 | Cc1ccc2c(c1)/C(=C/C(N)=O)NC(C)(C)C2 | -0.1 | 3.5 | -5 | -2
63 | COc1ccc(/C=C2\COc3ccc(F)cc3C2=O)cc1 | 0.0 | 0.1 | -16 | 1
64 | COc1ccc2nc(NC(C)=O)sc2c1 | 0.1 | -6.2 | -30 | -2
65 | CC(=O)c1ccc(NC(=S)NNC(=S)Nc2cccnc2)cc1 | 0.0 | 1.0 | 1 | -1
66 | O=C(c1cc(N2CCOCC2)c(F)cc1[N+](=O)[O-])N1CCOCC1 | 0.5 | 3.9 | 6 | -1
67 | O/N=C/c1ccccc1OCc1ccc(Cl)cc1 | 0.3 | 0.8 | -67 | 12
68 | C=CCC(O)(CC=C)C(N)CCSC (stereo not given) | 0.2 | 1.1 | 10 | 15
69 | c1ccc(CNc2nc(-c3cccs3)nc3c2ncn3-c2ccsc2)cc1 | 0.2 | -0.8 | 5 | 10
70 | N#Cc1cc2c(nc1SCC(=O)OCc1ccccc1)CCCCCC2 | 0.1 | -0.2 | -4 | 4
71 | COCCn1c(SCC(=O)Nc2cccc(C)c2)nnc1-c1c[nH]c2ccccc12 | -0.2 | 0.2 | 3 | 1
72 | Cn1nccc1C(=O)NCC1CCC2(CCN(Cc3cc(F)ccc3F)CC2)O1 (stereo not given) | 0.0 | 1.8 | -3 | -1
73 | O=C(O)c1ccc(O)c(C=Nc2ccc(N=Cc3cc(C(=O)O)ccc3O)cc2)c1 | -0.2 | -0.6 | -11 | 70*
74 | CC(C)C(c1nnnn1Cc1ccccc1)N1CCN(c2ccc([N+](=O)[O-])cc2)CC1 (stereo not given) | 0.4 | -1.6 | -20 | 10
75 | CCOC(=O)c1sc(NC(=O)c2ccccc2)c(SC#N)c1C | 0.1 | -1.6 | -10 | 5
76 | O=C(Nc1cccc(Br)c1)Oc1ccccc1 | 0.0 | -0.8 | -3 | -26
77 | CCNC(=O)n1cc(-c2cnccn2)c(-c2ccc(C(F)(F)F)cc2)n1 | -0.1 | 0.7 | -3 | 6
78 | CCCCCCc1cc2cc(-c3csc(NC(=O)CCC(=O)NC4CCCC4)n3)c(=O)oc2cc1O | 1.0 | 1.4 | -8 | 16
79 | COCC(C)NS(=O)(=O)c1cc(C(=O)O)ccc1Cl (stereo not given) | 0.0 | -2.1 | 3 | 6
80 | Cn1c(=O)c2nc(SCc3ccc(Cl)cc3)n(C)c2n(C)c1=O | -0.3 | -1.8 | 1 | 1

# 5 compounds from above, arranged by length of the SMILES, largest number first.
no. | SMILES | FBW7 act | GPR151 activ | TEAD-YAP block | MITF inh
77 | CCNC(=O)n1cc(-c2cnccn2)c(-c2ccc(C(F)(F)F)cc2)n1 | -0.1 | 0.7 | -3 | 6
66 | O=C(c1cc(N2CCOCC2)c(F)cc1[N+](=O)[O-])N1CCOCC1 | 0.5 | 3.9 | 6 | -1
79 | COCC(C)NS(=O)(=O)c1cc(C(=O)O)ccc1Cl (stereo not given) | 0.0 | -2.1 | 3 | 6
67 | O/N=C/c1ccccc1OCc1ccc(Cl)cc1 | 0.3 | 0.8 | -67 | 12
76 | O=C(Nc1cccc(Br)c1)Oc1ccccc1 | 0.0 | -0.8 | -3 | -26

# Screening results from PubChem BioAssay.
